TbPYK inhibitor – blocks Trypanosoma brucei pyruvate kinase | Q57TT1 | Potency, µM (series often up to 76.8 µM), for inactives: at the highest dose activity, negative = inhibition, most hits filed as inhibitors | AID 624173 | TbPYK enzyme, Kinase-Glo Plus ATP luminescence, 45 min | 410,000 tested, 0.12% active; also: potency is read from the fitted curve at half-maximal effect; nearly all actives have a fitted effect of over 50% in size
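TbPYK + substrate in 50 mM TEA pH 7.2, 100 mM KCl, 10 mM MgCl2, 0.05% BSA, 0.01% Tween-20; cpd pinned; ADP 130 uM final; 45 min RT; Kinase-Glo Plus 10 min; luminescence endpoint.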
AMA1 RON2 block – inhibitors of Plasmodium falciparum AMA1-RON2 interaction. 360,000 tested, 0.2% active. Potency, µM (doses to about 58.2 µM), for inactives: at the highest dose activity change, negative = inhibition, usual class: inhibitors. AlphaScreen AMA1-biotinylated RON2 peptide binding;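 also: potency is read from the fitted curve at half-maximal effect; 0% = vehicle wells and -100% = peptide control; nearly all actives have a fitted effect of over 45% in size; some results filed as inactive show a strong effect at the top dose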
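AMA1 (3D7) with his tag at 25 nM final met compounds first, then biotinylated RON2 peptide at 25 nM; detection used donor plus acceptor beads, 10 µg/mL apiece, read by AlphaScreen after 30 min at room temperature.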
HCMV antiviral – inhibitors of human cytomegalovirus. activity change, negative = inhibition, % at 57.5 µM. HFF cells, HCMV-luciferase reporter, 72 h; hits give low values. 410,000 tested, 4.5% active; in the data active = activity change below about -60%; inconclusive = no clear call, values can overlap the other calls; inactive = above about -39%
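Compounds were evaluated in HFFs infected with an HCMV luciferase reporter virus (MOI 1 PFU/cell). Luciferase in lysates collected 72 h post infection served as the replication measure.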
LmPK inh – blocks Leishmania mexicana pyruvate kinase activity; Q27686; purified LmPK, Kinase-Glo ATP luminescence, 1 h; Potency, µM (highest dose often 57.5 µM), for inactives: at the highest dose activity change, negative = inhibition, hits mostly inhibitors; 290,000 tested, 0.37% active; also: potency is read from the fitted curve at half-maximal effect
Target sequence (Q27686 whole entry, looked up): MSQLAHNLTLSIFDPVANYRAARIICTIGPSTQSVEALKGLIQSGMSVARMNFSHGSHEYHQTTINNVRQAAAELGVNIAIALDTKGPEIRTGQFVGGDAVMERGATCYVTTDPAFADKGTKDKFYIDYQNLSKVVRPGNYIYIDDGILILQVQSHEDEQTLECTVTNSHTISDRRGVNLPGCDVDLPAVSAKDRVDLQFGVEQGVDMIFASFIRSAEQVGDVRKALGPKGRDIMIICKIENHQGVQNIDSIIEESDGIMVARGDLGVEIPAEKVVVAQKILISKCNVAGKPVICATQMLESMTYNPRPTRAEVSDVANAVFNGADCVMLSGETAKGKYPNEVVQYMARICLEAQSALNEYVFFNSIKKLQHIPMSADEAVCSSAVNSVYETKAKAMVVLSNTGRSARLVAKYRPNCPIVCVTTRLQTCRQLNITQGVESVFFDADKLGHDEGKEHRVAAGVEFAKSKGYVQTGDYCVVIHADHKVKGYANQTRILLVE
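Kinase-Glo luminescence read after 1 h RT reaction of 0.1 nM LmPK with 0.5 mM PEP and 0.1 mM ADP. Activity scaled between uninhibited and enzyme-free controls.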
AmpC no deterg – AmpC beta-lactamase inhibition without detergent; P00811; AmpC nitrocefin hydrolysis, absorbance 480 nm, 0.0001% Triton; Potency, µM (doses to about 57.1 µM), without a hit: top-dose activity change, negative = inhibition, most hits filed as inhibitors; 330,000 tested, 0.52% active;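 also: potency is read from the fitted curve at half-maximal effect; plate controls were no compound for no effect and no enzyme for full effect; nearly all actives have a fitted effect of over 20% in size; some results filed as inactive show a strong effect at the top dose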
Target sequence (P00811 whole entry, looked up): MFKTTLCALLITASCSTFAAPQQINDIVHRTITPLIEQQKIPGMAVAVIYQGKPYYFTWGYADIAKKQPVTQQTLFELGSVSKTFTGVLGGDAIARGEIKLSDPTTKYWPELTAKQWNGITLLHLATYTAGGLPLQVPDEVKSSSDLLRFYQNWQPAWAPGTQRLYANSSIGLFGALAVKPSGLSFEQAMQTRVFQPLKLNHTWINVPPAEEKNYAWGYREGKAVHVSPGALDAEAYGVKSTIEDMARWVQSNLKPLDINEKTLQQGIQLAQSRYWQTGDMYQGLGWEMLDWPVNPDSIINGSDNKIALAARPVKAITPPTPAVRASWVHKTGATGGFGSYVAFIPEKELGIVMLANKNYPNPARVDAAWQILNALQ
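AmpC (5.3 nM in the dispensed reagent) in 20 mM phosphate pH 7.0 with 0.01% (detergent screen) or 0.0001% Triton X-100 was preincubated with compounds for 15 min at room temperature. Nitrocefin was then added from an 800 uM solution, and hydrolysis was followed at 480 nm.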
AmpC detergent – blocks E. coli AmpC beta-lactamase in detergent assay. AmpC hydrolysis of nitrocefin, absorbance 480 nm, 0.01% Triton. Potency, µM (top dose mostly 114 µM), without a hit: top-dose activity change, negative = inhibition, most hits filed as inhibitors. 370,000 tested, 0.041% active. AID 485294;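 also: potency is read from the fitted curve at half-maximal effect; 0% = no-compound wells and -100% = no-enzyme wells; nearly all actives have a fitted effect of over 25% in size; some results filed as inactive show a strong effect at the top dose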
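AmpC (5.3 nM in the dispensed reagent) in 20 mM phosphate pH 7.0 with 0.01% (detergent screen) or 0.0001% Triton X-100 was preincubated with compounds for 15 min at room temperature. Nitrocefin was then added from an 800 uM solution, and hydrolysis was followed at 480 nm.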
HCV inh – blocks hepatitis C virus | 340,000 tested, 3.4% active | Potency, µM (titrated, usually from 41.8 µM), for inactives: top-dose activity change, negative = inhibition, actives largely listed as inhibitors | AID 651820 | Huh7.5.1 HCVcc-Cre infection, luciferase reporter, 44 h; also: potency is read from the fitted curve at half-maximal effect
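After 44 h co-culture of compound, cells and HCVcc-Cre (~0.5 moi), substrate is added for 15 min at room temperature and luciferase measured over 15 sec. Cells were seeded at 1,000/well and pre-cultured 4 h.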
An asterisk follows results filed as active; ? = inconclusive; . = not tested or not shown; & = joins results of further samples; [ ] = dose if it differs, or a comment. Unless noted, calls follow the shape of the dose curve; as a rule, active = well fitted curve in the direction sought with a large enough effect; inconclusive = small, poorly fitted or top-dose-only effect, or another doubt; inactive = no such curve, though single readings can be large; an effect the other way counts as inactive or inconclusive. Unless noted, % is scaled to controls: 0 for no effect and ±100 for the full control effect.

SMILES	TbPYK inhibitor	AMA1 RON2 block	HCMV antiviral	LmPK inh	AmpC no deterg	AmpC detergent	HCV inh
Cc1cccc(NC(=O)CSc2nc3ccccc3c(=O)n2CC2CCCO2)c1 (stereo not drawn)	0%	-3%	-32	.	34%	.	-14%
COc1cc(NC(=O)CN(C)Cc2cccc(F)c2)c(C)cc1[N+](=O)[O-]	-7%	-6%	-6	1%	-1%	-4%	-16%
Cc1ccnc(SCC(=O)N2CCC(C(N)=O)CC2)n1	0%	12%	-4	-6%	-20%	-15%	4%
CN(C)C(=O)On1c(-c2ccccc2)nc2ccc(Cl)cc21	-6%	-2%	-10	-1%	-2%	2%	?
O=C(O)CSCC(=O)NCc1ccccc1Cl	-5%	11%	41	1%	-8%	2%	15%
Cc1ccc(NC(=O)Cc2ccccc2Cl)cc1S(=O)(=O)N(C)C	-2%	-12%	-35	2%	-31%	-13%	?
O=S(=O)(Cc1ccccc1)N1CCc2ccccc2C1	1%	3%	?	-2%	-9%	-12%	5%
COc1ccc(CNc2ncc(-c3ccc(Cl)cc3)n2C)c(OC)c1OC	-3%	?	6	-12%	1%	?	-16%
COc1cccc(CNS(=O)(=O)c2ccccc2Br)c1OC	3%	5%	11	.	.	.	-29%
Cc1ccc2[nH]c(=O)c(C(c3nnnn3CCc3ccccc3)N3CCOCC3)cc2c1 (stereo not drawn)	4%	-5%	53	5%	36%	2%	-24%&3%
CSc1ccc(CCNC(=O)Cn2ccc3cc(S(=O)(=O)N4CCCCCC4)ccc32)cc1	0%	.	-24	.	.	-1%	.
COc1ccc(CCNS(=O)(=O)c2ccc(Cl)cc2)cc1OC	-5%	10%	56	-2%	-14%	4%	-15%
CCOc1ccc2oc(C(=O)NC3CCN(Cc4ccccc4)CC3)c(C)c2c1	2%	-18%	?	9%	51%	10%	?
CCOCCCNc1c(CC)c(C)c(C#N)c2nc3ccccc3n12	3%	17%	?	5%	21%	6%	?
O=C(CSc1nnc(CNC(=O)c2ccco2)o1)NC1CCCC1	2%	16%	-2	1%	.	4%	9%
COC(=O)CC(=O)CSc1nc2c(cc1C#N)CCCCC2	-11%	18%	90	-19%	-24%	-3%	13%
O=C(COc1ccccc1)N1CCN(C(=O)c2ccccc2F)CC1	-2%	3%	3	-4%	0%	?	4%
Cc1ccc(CNC(=O)c2cc3ccccc3oc2=O)cc1	0%	0%	-9	.	.	.	6%
Cc1cc(C)nc(NS(=O)(=O)c2ccc(NC(=O)CSc3ncn[nH]3)cc2)n1	-1%	3%	-14	-1%	-14%	3%	2%
COc1cccc(/C=C2\SC(=S)N(C(C)C(=O)NC3C=CS(=O)(=O)C3)C2=O)c1 (stereo not drawn)	-4%	61%[activator]	-11	10%	68%[activator]	-9%	-5%
CC(=O)OCCCN1c2ccccc2Nc2nnc(-c3ccccc3)cc21	0%	3%	222	-2%	-19%	3%	?
COc1ccc(/C(C)=N/NC(=O)Cc2c(C)nc(C)[nH]c2=O)cc1	-7%	-3%[11.6 µM]	-32	2%	-21%	-1%	16%
CCN(CC)C(=O)CSc1nnc(-c2cccs2)n1Cc1ccco1	2%	0%	0	5%	9%	-17%	?
N#Cc1ccc(NC(=O)COC(=O)CCc2nc3ccccc3c(=O)[nH]2)cc1	-4%	0%	-18	6%	-32%	4%	-8%
O=C(CCS(=O)(=O)Cc1ccccc1F)NCCc1ccc(Cl)cc1	1%	-1%	-28	3%	-6%	-6%	10%
COc1ccc(CCN2CC(C(=O)Nc3nccs3)CC2=O)cc1OC (stereo not drawn)	0%	-5%	35	.	-15%	.	9%
Cc1ccc(-c2nc3ccccc3o2)cc1NC(=S)NC(=O)c1cc2ccccc2o1	-6%	11%	69	2%	-11%	9%	-11%
CCCCNCCS(=O)(=O)NCc1ccccc1	6%	2%	5	.	.	.	9%
CCCCN(CC)C(=O)c1ccc2c(c1)NC(=O)c1ccccc1S2	2%	.	-4	.	.	-1%	.
COc1cccc(CCNC(=O)COc2cccc3c2OC(C)(C)C3)c1	-8%	7%	8	.	18%	?	-22%
COC(CNC(=O)c1c[nH]c2ccc(S(=O)(=O)N3CCC4(CC3)OCCO4)cc2c1=O)OC	-7%	-11%	9	0%	-31%	-14%	30%[activator]
O=C(COC(=O)c1cc(=O)[nH]c2ccccc12)NCCc1ccccc1	0%	0%	-26	.	-22%	.	-7%
O=C(NCC1CCN(Cc2cccc(Cl)c2)CC1)Nc1ccc(Cl)cc1	-4%	-4%	?	1%	17%	-2%	?
COc1ccc(/C=C/CN2CCN(Cc3ccc(C)cc3)C(CCO)C2)cc1 (stereo not drawn)	7%	-13%	0	8%[11.5 µM]	119%[activator]	5%	10%
Cc1nc(N2CCN(c3ccccc3)CC2)[nH]c(=O)c1Cc1cccc2ccccc12	.	.	.	1%	-18%	-9%	.
C=CC(C)(C)c1cc2cc3ccoc3cc2oc1=O	-8%	8%	-25	-4%	-7%	-9%	?
CCCOC(=O)Nc1nnc(CCC)s1	4%	0%	23	-7%	-13%	2%	-4%
O=C(C[n+]1ccccc1)Nc1ccccc1Br	-6%	-15%	4	44%	-17%	3%	11%
CCN(CC)S(=O)(=O)c1cc(C(=O)Nc2cc(S(=O)(=O)N3CCOCC3)ccc2N2CCN(C)CC2)ccc1C	1%	-1%	-29	.	.	.	?
COc1ccccc1NC(=O)CN1C(=O)C(c2ccc(F)cc2)=NC12CCCCC2	1%	.	-39	.	.	15%	.
C1=C(C(c2nnnn2C2CCCCC2)N2CCCCC2)COc2ccccc21 (stereo not drawn)	-7%	18%	-15	11%	-24%	-10%	-15%
CCOC(=O)C1=C(COC(=O)C2CC(=O)N(c3ccc(CC)cc3)C2)NC(=O)NC1C (stereo not drawn)	-3%	-2%	3	.	56%	-8%	-8%
CN1CCC(C)(C(=O)Nc2cccc(Oc3ccccc3)c2)C1 (stereo not drawn)	0%	-7%	-3	.	.	.	.
CN1CCN(C(=O)C2=C[C@H](c3csc4ccccc34)C[C@H](OCCCCO)O2)CC1	0%	2%	-15	7%	150%[activator]	-8%	1%[8.37 µM]
O=C(COc1ccccc1Cl)N1CCN(c2ccccn2)CC1	-1%	0%	2	.	?	-11%	3%[8.37 µM]

Reprinted from the entries so far, 4 compounds:
SMILES	TbPYK inhibitor	AMA1 RON2 block	HCMV antiviral	LmPK inh	AmpC no deterg	AmpC detergent	HCV inh
Cc1cccc(NC(=O)CSc2nc3ccccc3c(=O)n2CC2CCCO2)c1 (stereo not drawn)	0%	-3%	-32	.	34%	.	-14%
COc1cc(NC(=O)CN(C)Cc2cccc(F)c2)c(C)cc1[N+](=O)[O-]	-7%	-6%	-6	1%	-1%	-4%	-16%
Cc1ccnc(SCC(=O)N2CCC(C(N)=O)CC2)n1	0%	12%	-4	-6%	-20%	-15%	4%
CN(C)C(=O)On1c(-c2ccccc2)nc2ccc(Cl)cc21	-6%	-2%	-10	-1%	-2%	2%	?

(cont.)
SMILES	TbPYK inhibitor	AMA1 RON2 block	HCMV antiviral	LmPK inh	AmpC no deterg	AmpC detergent	HCV inh
Nc1ccn(Cc2ccccc2)n1	1%	2%	43	1%	25%	2%	7%
CCOC(=O)n1c2ccccc2c(=O)n1CCO	-5%	-1%	-4	.	.	.	.
CCCCOc1ccc(NC(=O)CCSc2nccn2C)cc1	?	-3%	-3	-1%	-1%	-5%	?
COc1cc(C(C)=O)ccc1OCC(O)CN1CCN(c2c(C)cccc2C)CC1 (stereo not drawn)	-1%	-2%	-12	1%	73%[activator]	-21%	?
Cc1ccc(Nc2nnc(SCC(=O)Nc3cccc(S(=O)(=O)NC4=NCCCCC4)c3)s2)cc1	-11%	-9%[11.6 µM]	27	0%	?	-20%	17%
CC(=N\Nc1ccc(Cl)cc1)/C(=N/O)C(=O)Nc1ccccc1	3%	-3%	36	0%	-18%	?	4%
Cc1ccc(N2CCn3c2nc2c3c(=O)n(Cc3cccc(Cl)c3)c(=O)n2C)cc1C	2%	.	-16	.	.	3%	.
O=C(CN1C(=O)S/C(=C\c2ccccc2F)C1=O)NCCCn1ccnc1	-10%	-4%	-1	8%	-7%	0%	16%
C(=N\NC1=Nc2cccc3cccc1c23)/c1ccccn1	0%	5%	-80*	-1%	-17%[11.4 µM]	?	2.8µM*
CCc1nc2ccc(C(=O)N3CCN(c4ccc(Cl)cc4)CC3)cc2nc1CC	-1%&-3%	-3%	9&26	-2%	127%[activator]	-6%&6%	?
Cn1cc(C(=O)NCc2ccc(F)cc2)c(=O)c2cc(S(=O)(=O)N3CCCCC3)ccc21	-2%&5%	8%	17&-39	-5%	4%	1%&-13%	?
CCN(CC)CCn1c(C)nc2c(sc3nc4c(cc32)COC(C)(C)C4)c1=O	-14%	-10%	.	-2%	-16%	-6%	-12%
CCn1cc(C(=O)OCC(=O)NCc2ccccc2Cl)c(=O)c2ccc(C)nc21	2%	1%	-102*	7%	-9%[11.4 µM]	-13%	-13%
Cc1ccc(C(=O)Nc2nnc(-c3cccs3)s2)cc1C	-3%	-10%	12	-1%	-17%	-2%	10%
Cc1cc(C(=O)Nc2ccc(CC(=O)O)cc2)c(C)o1	1%	9%	-23	-1%	-10%	-9%	16%
Cc1ccc(S(=O)(=O)/N=S(/c2ccccc2)C(C)C)cc1 (stereo not drawn)	-28%	-4%	42	20%	-19%	5%	6%
O=C(CN1CC(=O)Oc2ccccc21)OCC(=O)c1ccc(Br)cc1	3%	5%	70	.	.	.	-15%
CCCCC(=O)N(C)c1c(CC)nc2c(OCC(=O)N(C)C)cccn12	-3%	0%	-5	.	.	.	.
O=C(c1ccco1)c1cn(CC(=O)N2CCCc3ccccc32)c2ccccc12	-10%	-8%	33	4%	?	-14%	11µM*
Cc1cccc(N2CCN(S(=O)(=O)c3ccc4c(c3)CCCN4C(=O)C3CCC3)CC2)c1C	-9%&8%	-16%	?	0%	-4%	-10%&2%	14µM*
CN(Cc1nc2ccccc2c(=O)[nH]1)C(=O)c1ccc(NC(=O)CSc2nnnn2C)cc1	-10%	-2%[11.6 µM]	0	.	-7%	1%	10%
COc1ccc(C(=O)N/C(=C\c2cccc3ccccc23)C(=O)NCCc2c[nH]c3ccccc23)cc1OC	9%	-16%	-9	-4%	48%	?	?
CC(=O)Nc1cccc(-c2ccnc3c2CC(C(=O)NCc2ccc(N4CCN(C)CC4)cc2)O3)c1 (stereo not drawn)	2%	-13%	-3	.	.	.	.
CCOCCCn1c(SCc2nc3ccccc3s2)nc2ccccc2c1=O	-11%	18%	-78*	0%	-9%	9%	11µM*
